Screening data deposited in PubChem BioAssay by several laboratories.
CHT PAM = human CHT allosteric activation | Q9GZV3 | CHT-expressing cells, membrane potential dye, choline EC20; hits give high values; LV-AA mutant CHT in HEK293 cells | B-score at 10 µM | 310,000 compounds, 0.49% hits | AID 488977;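 active = initial fluorescence not abnormally high and integrated response B-score, plate-corrected, over 3 SD above library mean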
Target sequence (Q9GZV3 whole entry, looked up): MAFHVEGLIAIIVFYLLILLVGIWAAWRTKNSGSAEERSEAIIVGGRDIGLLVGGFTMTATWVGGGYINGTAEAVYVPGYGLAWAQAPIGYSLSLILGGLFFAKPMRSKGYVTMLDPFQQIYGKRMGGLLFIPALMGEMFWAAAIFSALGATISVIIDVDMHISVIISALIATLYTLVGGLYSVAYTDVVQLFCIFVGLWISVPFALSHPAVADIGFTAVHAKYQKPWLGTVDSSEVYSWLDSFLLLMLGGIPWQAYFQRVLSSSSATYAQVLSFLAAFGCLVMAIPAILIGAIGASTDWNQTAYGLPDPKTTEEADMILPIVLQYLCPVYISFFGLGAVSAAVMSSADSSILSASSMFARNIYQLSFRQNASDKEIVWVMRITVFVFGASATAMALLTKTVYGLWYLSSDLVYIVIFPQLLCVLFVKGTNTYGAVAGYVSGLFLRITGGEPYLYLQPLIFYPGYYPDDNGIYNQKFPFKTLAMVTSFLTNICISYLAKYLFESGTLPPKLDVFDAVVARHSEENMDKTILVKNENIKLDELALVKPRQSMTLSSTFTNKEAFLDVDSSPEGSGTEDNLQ
OX1R antagonist = blocks the human orexin 1 receptor | inhibition, % at 5 µM | 330,000 compounds, 0.43% hits | O43613 | CHO/OX1R cells, Fluo-8 calcium fluorescence, orexin A;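 active = inhibition above its plate's threshold, mean inhibition of all tested compounds on the plate plus 3 SD, cut at about 37% in these data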;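 note: 0% = orexin A challenge wells and 100% = SB-334867-A antagonist wells; not every result past the cut was called active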
Target sequence (O43613 whole entry, looked up): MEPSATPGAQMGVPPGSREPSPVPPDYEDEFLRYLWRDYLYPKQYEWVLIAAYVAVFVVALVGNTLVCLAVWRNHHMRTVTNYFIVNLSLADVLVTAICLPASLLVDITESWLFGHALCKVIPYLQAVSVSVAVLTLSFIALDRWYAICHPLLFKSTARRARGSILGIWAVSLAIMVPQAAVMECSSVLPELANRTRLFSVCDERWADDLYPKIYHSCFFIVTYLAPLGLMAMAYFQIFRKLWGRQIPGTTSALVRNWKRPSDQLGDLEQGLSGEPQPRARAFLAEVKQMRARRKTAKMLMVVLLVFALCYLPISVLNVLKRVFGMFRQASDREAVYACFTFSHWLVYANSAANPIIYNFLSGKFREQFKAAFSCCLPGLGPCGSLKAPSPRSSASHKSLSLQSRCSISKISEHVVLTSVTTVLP
* = called active by the depositor; i = inactive; · = no result given; & = joins results of further samples.

SMILES	CHT PAM	OX1R antagonist
O=c1c2ccccc2nc(-c2ccccc2)n1CCCn1ccnc1	i	-15
CCN1CC2=C(OC(N)=C(C#N)C2c2cccs2)/C(=C\c2cccs2)C1 (stereo not drawn)	i	-35
O=C(NCC1CCCO1)c1cccc(N2C(=O)C3C4C=CC(C4)C3C2=O)c1 (stereo not drawn)	i	-11
Cc1ccc(NC(=O)Nc2ccc(F)cc2)cc1Cl	i	36
COc1ccc(C(=O)NC(=S)N2CCN(c3ccccc3OC)CC2)cc1OC	i	-12
COc1ccc(CCC(=O)OCC(=O)Nc2ccccc2)cc1	i	-7
C=CCNC(=O)c1ccc(C2SCC(=O)N2Cc2ccccc2)cc1 (stereo not drawn)	i	-12
C=C(C)C1CC=C(C)/C(=N/NC(=O)COc2ccccc2C)C1 (stereo not drawn)	i	-20
Cc1noc(C)c1C(=O)OCC(=O)NCc1ccc(Cl)cc1	·	-21
CCN(CC)C(=O)c1nc[nH]c1C(=O)N1CCN(C(=O)OC(C)(C)C)CC1	·	10
COc1coc(/C=C/C(=O)O)cc1=O	i	-2
CCN(C(=O)COC(=O)c1n[nH]c2ccccc12)c1ccccc1	·	2
CS(=O)(=O)N(CC(=O)N1CCOCC1)c1ccccc1	i	-6
O=C(COC(=O)c1cc(Br)ccc1O)Nc1ccc2c(c1)OCO2	·	-10
CCC1CCCCN1CCNS(=O)(=O)c1ccc2c(c1)CCN2C(C)=O (stereo not drawn)	i	-37
Cc1ccc(C)c(OCC(=O)Nc2nc3ccc([N+](=O)[O-])cc3s2)c1	i	-12
Cc1ccc(Cl)cc1NC(=O)COC(=O)c1ccc(N2CCCC2)c([N+](=O)[O-])c1	i	-16
Cc1ccc(-n2c(C)cc(/C=C3/C(=N)N4C(c5ccccc5)=CSC4=NC3=O)c2C)cc1	i	-5
CC1Cc2ccccc2N1CC(=O)c1c(N)n(Cc2ccccc2)c(=O)n(C)c1=O (stereo not drawn)	i	-7
CC1CCCC(C)N1C(=O)COC(=O)CNC(=O)c1sc2ccccc2c1Cl (stereo not drawn)	i	-11
Cc1nc(NN)nc(NCc2ccccc2)n1	i	-7
CC(C)CC1Nc2ncnc(N3CCN(c4ccccc4)CC3)c2N(Cc2ccc(Br)cc2)C1=O (stereo not drawn)	i	-39
CCC(=O)N1CCc2cc(S(=O)(=O)NCCCN(CC)Cc3ccccc3)ccc21	i	-35
Cc1cc(C(=O)CSc2nnc(-c3ccc(F)cc3)o2)c(C)n1CC1CCCO1 (stereo not drawn)	i	0

An excerpt taken from the entries so far:
SMILES	CHT PAM	OX1R antagonist
CCC(=O)N1CCc2cc(S(=O)(=O)NCCCN(CC)Cc3ccccc3)ccc21	i	-35
Cc1cc(C(=O)CSc2nnc(-c3ccc(F)cc3)o2)c(C)n1CC1CCCO1 (stereo not drawn)	i	0

New compounds follow
SMILES	CHT PAM	OX1R antagonist
CC(=O)c1ccc(OCCCC(=O)Nc2cc(Cl)ccc2-n2cncn2)cc1	i	-10
Cc1ccc(S(=O)(=O)N2CCC3(CC2)OCCO3)s1	i	8
CCOC(=O)c1ccc(-n2c(O)c(/C=N/NC(=O)C3COc4ccccc4O3)c3ccccc3c2=O)cc1 (stereo not drawn)	i	-39
CCn1c(SCC(=O)N(C)CC(=O)Nc2ccc(F)c(F)c2F)nnc1-c1ccco1	i	-19
CC1(C)Cc2c(sc3c2c2ncnn2c2nnc(SCC(=O)NCc4ccco4)n32)CO1	i	-7
Cc1ccc(C(=O)N/C(=C/c2ccc(-c3cccc([N+](=O)[O-])c3)o2)C(=O)NC(C)(C)C)cc1	i	3
O=C(O)CCCN=C1NC2(CCCC2)Cc2ccccc21	i	-15
Cc1nc([N+](=O)[O-])c(Sc2nc3ccccc3[nH]2)n1Cc1ccccc1	i	-17
NNC(=O)c1sc(-c2ccccc2)cc1N	i	-9
O=C(CSc1nnc(C2CC2)n1C1CC1)c1cccs1	·	-22
COc1ccc(C(=O)/C=C/c2ccccc2OC)c(OC(=O)c2ccc([N+](=O)[O-])cc2)c1	i	-9
O=C1c2cccnc2C(=O)N1Cc1ccc(F)cc1S(=O)(=O)NCc1ccco1	i	-6
Cc1ccc(NC(=O)Cc2n[nH]c(=S)n2C)cc1	i	1
CCn1cc(CN2CCC(n3nccc3NC(=O)c3ccccc3OC)CC2)cn1	i	-20
O=C1CSC(c2ccccn2)N1c1ccc(Br)cc1 (stereo not drawn)	i	-12
CNc1nc(-c2ccc(OC)cc2)c(-c2ccc(OC)cc2)s1	i	-4
CCn1cnc2cc(NC(=O)c3ccco3)ccc21	i	-7
COc1ccc2noc3c2c1C(=O)c1ccccc1-3	i	51*
CC(C)c1ccc(NC(=O)COc2ccccn2)cc1	i	-5
COC(=O)c1cccc(NC(N)=S)c1	i	-2
Cc1ccc(NC(=O)C2COc3ccccc3O2)nc1 (stereo not drawn)	i	4
CCSc1ccccc1C(=O)Nc1ccc2c(c1)OCO2	i	-7
Cc1cc(C)c2cc(C#N)c(SCC(=O)NCC3CCCO3)nc2c1 (stereo not drawn)	i	-21
N#Cc1ccc(NC(=O)COc2ccc(-n3cnnn3)cc2)cc1	·	3
O=C(c1ccccc1NS(=O)(=O)c1cccc([N+](=O)[O-])c1)N1CCCC1	i	0
CC1CCCC(C)N1NC(=O)c1cccc(S(=O)(=O)N2CCc3ccccc32)c1 (stereo not drawn)	i	-36
CC(=O)N1CCc2c(sc(NC(=O)Cc3ccc(F)cc3)c2C#N)C1	i	-19
CC(=O)c1ccc(N2CCN(C(=O)c3cccs3)C(C)C2)c(F)c1 (stereo not drawn)	i	-8
CC1(C)CC(NC(=O)c2cc([N+](=O)[O-])cc([N+](=O)[O-])c2)CC(C)(C)N1	i	-2
CC(=O)N1CCN(CC(=O)Nc2c(Cl)cc(Cl)cc2Cl)CC1	i	-19
COc1ccc(N2CCN(C(=O)CNC(=O)c3ccc(C(C)(C)C)cc3)CC2)cc1	i	-29
Cc1cccn2cc(CCNC(=O)Cc3cccs3)nc12	i	-3
CSCC[C@H](NC(=O)Nc1ccc(OC(F)(F)F)cc1)C(=O)O	i	-4
COC(=O)c1ccccc1NC(=O)CSc1nnc(-c2ccoc2C)n1C	i	-8
Cc1ccc(C(=O)Nc2nc(=O)[nH]s2)cc1	i	1&3
COc1ccc(CNC(=O)CN(Cc2ccc(C)cc2)C(=O)c2csnn2)cc1	i	-15
CCOc1ccc(OCc2cccc(C(=O)N(CC)CC)c2)cc1	i	-8
Oc1ccc(Cl)cc1C=NCCc1ccccc1	i	-12
O=[N+]([O-])c1ccccc1CS(=O)(=O)c1ccccc1	i	7
COc1ccc(C2=NS(=O)(=O)N(C)C(C(=O)NCc3ccccn3)=C2)cc1OC	i	-25
O=C1CCC(=O)N1OCCCOc1ccccc1	i	-4
COc1ccc(NC(=S)N2c3ccccc3CC2C)cc1OC (stereo not drawn)	i	-18
COC(=O)c1cccc(C(=O)N2CCCC(Nc3ccc(C)c(C)c3)C2)c1 (stereo not drawn)	i	2
COc1cccc(=O)c2c(C)n(CC(=O)c3ccccc3)c(C)c12	i	-7
COc1ccc(CCNC(=O)C(=O)NCc2ccccc2)cc1OC	i	-25
COc1ccc(CN2CCC(Cc3ccccc3)CC2)cc1OC	i	-33
CCOC(=O)CSc1nnc(NC(=O)CCc2ccccc2)s1	i	-5
CN1CCCN(C2C3CC4CC(C3)CC2C4)CC1 (stereo not drawn)	i	-10

Printed as active in OX1R antagonist, among the entries above:
compound | OX1R antagonist
COc1ccc2noc3c2c1C(=O)c1ccccc1-3 | 51*

Following part
SMILES	CHT PAM	OX1R antagonist
CCOC(=O)c1cnc2c(-c3ccccc3)c(C)nn2c1N	i	-23
CCN(C[C@H]1N[C@@](C)(C(=O)OC)[C@H]2C(=O)N(Cc3ccccc3)C(=O)[C@@H]12)C(=O)c1ccc(F)cc1	·	-19
CCCCOC(=O)c1ccc(NC(=O)C2CCCO2)cc1 (stereo not drawn)	i	-7
O=Cc1ccc(OC(=O)c2cc(Cl)nc3ccccc23)cc1	i	9
O=C(c1cc(COc2ccc(F)cc2Cl)on1)N(Cc1ccncc1)CC1CCCO1 (stereo not drawn)	i	-12
Cc1cc(C)c2c3c(cn2n1)c(=O)n(C)c(=O)n3C	i	11
COc1ccccc1C(=O)NCC(C)(C)CN=C1NS(=O)(=O)c2ccccc21	i	-35
COc1ccc(NC(=O)COC(=O)c2ccco2)c([N+](=O)[O-])c1	i	-12
O=C(CSc1nnc(NC(=O)c2cccc(F)c2)s1)NCC1CCCO1 (stereo not drawn)	i	4
CCC(CC)C(=O)N(CCc1ccc(OC)cc1)Cc1nc2ccccc2c(=O)[nH]1	i	0
CC(=O)c1ccc(NC(=S)N(CCCN(C)C)Cc2ccccc2)cc1	i	-2
O=C(COC(=O)/C=C/c1cccc(Br)c1)NCCc1ccccc1	i	-4
Cc1ccc(S(=O)(=O)N(C)c2c(C)ccc(S(=O)(=O)NC(C)(C)C)c2C)cc1	i	-35
O=C(CSc1ncnc2[nH]ncc12)Nc1nc(-c2ccc(F)c(F)c2)cs1	i	45*
CCn1c(SCC(=O)Nc2ccc(S(N)(=O)=O)cc2)nnc1-c1ccccc1OC	i	-14
CC(=O)c1cccc(NC(=O)c2ccc([N+](=O)[O-])o2)c1	i	-3
C[C@@H]1O[C@@H](Oc2c(-c3ccc(O)c(O)c3)oc3cc(O)cc(O)c3c2=O)[C@H](O)[C@H](O)[C@H]1O	·	-13
COc1ccc(Cl)cc1NC(=O)CCNC(=O)OCc1ccccc1	i	-20
Cc1cccc(NC(=O)CN2CCN(C(=O)CNC(=O)Cc3cccc4ccccc34)CC2)c1C	·	-12
COc1ccc(CCNC(=O)C2CC3Cn4c(nc5ccccc54)C3N2C)cc1 (stereo not drawn)	i	-12
CCOc1ccc(C2C(=O)N(C3CCCCC3)CC(=O)N2CC2CCCO2)cc1OC (stereo not drawn)	i	-12
CC(=O)Nc1ccc2c(CSc3nncs3)cc(=O)oc2c1	i	-1
O=C1Nc2ccccc2SC1c1ccccc1 (stereo not drawn)	i	·
O=C(NCc1ccccn1)C1CC(c2ccccc2Cl)=NO1 (stereo not drawn)	i	-13

Entries of single compounds, quoted from the list:
`COc1ccc(CCNC(=O)C2CC3Cn4c(nc5ccccc54)C3N2C)cc1` (stereo not drawn) across the screens: CHT PAM = i; OX1R antagonist = -12
`C[C@@H]1O[C@@H](Oc2c(-c3ccc(O)c(O)c3)oc3cc(O)cc(O)c3c2=O)[C@H](O)[C@H](O)[C@H]1O` across the screens: CHT PAM = ·; OX1R antagonist = -13

(further entries)
SMILES	CHT PAM	OX1R antagonist
CC(C)CCNC(=O)CN1N=C(c2ccc(Cl)cc2)CCC1=O	i	-19
Cc1cccc(/C=C2\Sc3ccc(C(=O)N4CCCCC4)cc3N(C)C2=O)c1	i	-28
CCc1ccccc1N1CC23C=CC(O2)C(C(=O)O)C3C1=O (stereo not drawn)	i	-10
CCn1cc(/C=N\NC(=O)Cc2ccc(Cl)cc2)cn1	i	-8
CN(Cc1cccs1)C(=O)COC(=O)CNC(N)=O	i	-5
Cc1csc2nc(CNS(=O)(=O)c3cccnc3)cn12	i	-9
COC(=O)CSc1nnc(-c2ccncc2)o1	i	-9
O=C(/C=C/c1ccccc1[N+](=O)[O-])NNC(=O)c1ccncc1	·	-10
COC(=O)c1cn(NC(=O)c2ccc(OC)c(OC)c2)c(=O)c2ccccc12	i	-6
CC(NCc1ccc(F)cc1)C(=O)NC1CCCCC1 (stereo not drawn)	i	-19
COc1ccc(OC)c2sc(N3CCc4ccccc4C3)nc12	i	-23
CN=Cc1cc(-c2ccccc2)sc1O	i	-18
Cc1ccc(C(=O)N2CCN(c3ccccn3)CC2)cc1[N+](=O)[O-]	i	-10
O=C(Nc1nnc(C2CC2)s1)c1cc([N+](=O)[O-])ccc1N1CCCCC1	i	-36
O=C(NC(=S)Nc1ccc(N2CCOCC2)c(Cl)c1)c1sc2ccccc2c1Cl	i	-14
O=C(Nc1nccs1)c1ccc(COc2c(F)c(F)cc(F)c2F)cc1	i	-17
Cc1n[nH]c(=S)n1-c1ccc(Cl)cc1	i	-14
O=C(CCNS(=O)(=O)c1ccc(Br)cc1)NCc1ccc(Cl)cc1	i	-28
O=C(Nc1nnc(Cc2ccc(Cl)cc2)s1)C1CCCO1 (stereo not drawn)	i	-33
COC(=O)c1ccc2c(C(C)(C)O)c(C(C)(C)O)[nH]c2c1	i	-17
Cc1ccc(S(=O)(=O)n2nc(OC(=O)c3c(-c4ccccc4Cl)noc3C)cc2N)cc1	i	8
NC(=NCCc1ccccc1)NS(=O)(=O)c1ccc(F)cc1	i	-14
Cc1cc2ccccn2c1C(=O)Nc1ccccc1	i	-30
COc1ccc2ccccc2c1CN1CCN(Cc2ccccc2)CC1	i	-29
COc1cccc(N=Nc2ccc3cccnc3c2O)c1	i	53*
CC1=N/C(=C/c2cc(Br)cc(Br)c2O)C(=O)O1	i	-3

3 compounds drawn at random from the list so far:
SMILES	CHT PAM	OX1R antagonist
Cc1ccc(S(=O)(=O)n2nc(OC(=O)c3c(-c4ccccc4Cl)noc3C)cc2N)cc1	i	8
Cc1cc2ccccn2c1C(=O)Nc1ccccc1	i	-30
COc1cccc(N=Nc2ccc3cccnc3c2O)c1	i	53*
